NOD1 inhibition = inhibition of NOD1-driven NF-kB reporter – cell-based, luminescence, uHTS, primary screen (AID 1578); inhibition, % at 4 µM; hits with a dose series show EC50 in µM; actives 1% (n = 290,000); NOD1-driven NF-kB luciferase reporter cells, luminescence; higher % means a stronger effect; in the data active = inhibition mostly above about 36%, no sharp cut-off; inactive = mostly below about 34%;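 also: HEK-293T reporter cells stimulated with the NOD1 agonist gamma-tri-DAP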
AID2073 = disruptors of CaV2.2 binding to Mint1 – biochemical, HTRF (AID 2073); HTRF protein-protein interaction, Mint1-CaV2.2; higher % means a stronger effect; inhibition, % at 20 µM, or IC50 in µM where a hit was titrated; actives 0.19% (n = 290,000); in the data active = inhibition mostly above about 51%, no sharp cut-off; inconclusive = no clear call, values can overlap the other calls; inactive = mostly below about 53%; also: some results filed as inactive read as strong as hits
KOR beta-arrestin-1 = kappa opioid receptor activators – cell-based, luminescence, uHTS, primary screen (AID 1777); KOR beta-arrestin recruitment, luminescence; higher % means a stronger effect; activation, % at 10 µM; hits with a dose series show EC50 in µM; actives 0.02% (n = 280,000); in the data active = activation above about 50%, passing the limit was not always enough; also: a part of the inactive calls stands beside numbers as strong as those of hits
NOD2 inhibition = inhibition of NOD2-driven NF-kB reporter – cell-based, luminescence, uHTS, HEK293 (AID 1566); HEK293 NOD2/NF-kB luciferase reporter, luminescence; higher % means a stronger effect; actives 0.63% (n = 290,000); inhibition, % at 4 µM; hits with a dose series show EC50 in µM; also: many of its hits are not listed in these tables
Yfh1-off respiration = mitochondrial function rescue without frataxin homolog – Friedreich's ataxia, plus single-dose screen, dose response (AID 1465); S. cerevisiae Yfh1-off respiration, WST-1 reduction, 72 h; higher fold induction means a stronger effect; fold induction at 50 µM; hits with a dose series show EC50 in µM; actives 0.074% (n = 220,000);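 active = fold induction of absorbance versus untreated yeast above a set limit, then at least 30% activation at any dose in follow-up; inconclusive = repeats straddling the limit, or above it without dose testing; inactive = fold induction below the set limit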;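 also: activators that raise dye reduction in frataxin-depleted yeast; strong numbers were not always called active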
West Nile antiviral = West Nile virus antiviral activity, cell-based, CPE readout (AID 1621); CPE inhibition, % at 10 µM, or IC50 in µM where a hit was titrated; West Nile virus-infected cells, CPE inhibition; higher % means a stronger effect; actives 0.02% (n = 290,000); in the data active = a potency from the dose series; inconclusive = CPE inhibition mostly from about 3.7% at the one dose, without a potency; inactive = the rest, 99 in 100 with CPE inhibition below about 2.2%; also: strong numbers were not always called active
HIV peptide binding = cell-free HIV fusion peptide-binding blockers – biochemical, uHTS, fluorescence dequenching, primary screen (AID 1986). cell-free peptide binding, fluorescence dequenching, 30 min; higher % means a stronger effect. inhibition, % at 20 µM, or IC50 in µM where a hit was titrated. actives 0.3% (n = 290,000); in the data active = inhibition mostly above about 52%, no sharp cut-off; inactive = mostly below about 76%; also: some results filed as inactive read as strong as hits
Dengue-2 NS5 capping = Dengue-2 NS5 methyltransferase inhibitors, primary screen, biochemical, confirmation dose response (AID 588689) | Dengue-2 NS5 methyltransferase capping enzyme assay, biochemical; higher % means a stronger effect | inhibition, % at 25 µM, or IC50 in µM where a hit was titrated | actives 0.3% (n = 340,000); in the data active = a potency from the dose series; inconclusive = inhibition above about 29% without an active follow-up result
KOR beta-arrestin-2 = kappa opioid receptor blockers – cell-based, luminescence, uHTS (AID 1778); inhibition, % at 10 µM, or IC50 in µM where a hit was titrated; KOR beta-arrestin recruitment, luminescence, antagonist mode; higher % means a stronger effect; actives 0.091% (n = 290,000); also: strong numbers were not always called active
Starred values were filed as active, the others as inactive; i = inactive; ? = inconclusive; · = no result given; [ ] = remark or other dose. Rule as the data show it, unless noted: active = inhibition above about 50%; inactive = the rest. Not all compounds are listed (hit frequency here may not be typical).

SMILES | NOD1 inhibition | AID2073 | KOR beta-arrestin-1 | NOD2 inhibition | Yfh1-off respiration | West Nile antiviral | HIV peptide binding | Dengue-2 NS5 capping | KOR beta-arrestin-2
Cc1ccc(-c2cc(C(=O)O)c3ccccc3n2)c(C)c1 | -2% | 4% | 3.2% | 17% | i | -0.2% | 1.1% | -2% | 11%
O=C(Oc1ccc(Br)cc1)C1CC(=O)N(c2ccc(F)cc2)C1 (configuration not stated) | -8% | 1% | -0.9% | 8% | i | -0.1% | 1.0% | -13% | 33%
CCCc1cc(=O)oc2cc(C)cc(OC(C)C(=O)NCC(O)c3ccccc3)c12 (configuration not stated) | -15% | 12% | -3.7% | -1% | · | 0.7% | 0.8% | 4% | -6%
CC1CCCC(C)N1C(=O)CSc1nnc(-c2cccs2)o1 (configuration not stated) | -44% | 8% | -1.0% | -74% | i | -0.6% | 0.4% | 0% | 4%
COc1ccc(-n2c(SCC(=O)Nc3ccccc3OC)nc(O)cc2=O)cc1 | -4% | -7% | 2.2% | 16% | i | 0.2% | 5.2% | 1% | -9%
NS(=O)(=O)c1ccc(NC(=O)COC(=O)C2(c3ccccc3F)CCCC2)cc1 | -3% | -1% | 5.5% | 13% | i | -0.3% | -0.2% | -4% | 12%
Cc1ccc(NC(=O)C2CCCN2C(=O)OC(C)(C)C)cc1C (configuration not stated) | -5% | 1% | 1.6% | 1% | i | 0.2% | -0.6% | 9% | 13%
O=c1c2c(nc3cc(-c4ccccc4Cl)[nH]n13)CCS2 | -51% | 22% | 2.1% | -182% | i | -1.6% | 23% | 2% | -23%[20 µM]
CCCCOc1ccc(CNC(=O)NS(=O)(=O)c2ccc(OCC)cc2)cc1 | 16% | -1% | -2.4% | 18% | i | 0.1% | 1.7% | -3% | 30%
CC(=O)Nc1ccc(NC(=O)C2CC(=O)N=C(N)S2)cc1 (configuration not stated) | -5% | 6% | 0.5% | 4% | · | · | 1.8% | -2% | 16%
O=C(Cc1csc(Nc2nc(=S)[nH]c3ccccc23)n1)NCc1ccccc1Cl | 25% | 32% | 4.8% | -9% | i | ? | 2.3% | 8% | -42%
O=C(Nc1ccc(C(=O)O)cc1)Nc1ccc(F)cc1F | -23% | 13% | -1.8% | 11% | i | 0.4% | 2.0% | -16% | 8%
COCc1ccc(CN2CCC(CO)(CC3CCCCO3)CC2)o1 (configuration not stated) | -30% | 15% | 0.6% | 0% | i | 0.1% | -0.6% | -13% | -8%[20 µM]
Cc1cccc(C)c1Nc1nc2ccccc2o1 | 6% | ? | -4.4% | 9% | i | 18% | -0.8% | 3% | 17%
O=C1OC(c2ccc(Cl)cc2)=C/C1=C/c1cccnc1 | 1% | 7% | -1.4% | 22% | · | 0.0% | -1.7% | 1% | 2%
Cc1c(Cl)cccc1NC(=O)c1cc(-c2ccco2)on1 | -29% | -5% | 0.7% | -5% | · | -0.2% | 1.3% | -10% | -45%
COc1cc2nc(C(C)(C)C)oc(=O)c2cc1OC | 0% | 7% | 0.5% | -11% | i | 0.3% | -0.4% | -8% | 36%
CCNC(=O)O/N=C1\CCCCC1c1ccc([N+](=O)[O-])cc1[N+](=O)[O-] (configuration not stated) | -17% | -17% | -0.6% | -2% | · | 0.6% | -1.6% | 9% | 16%
Cn1cc(Br)c(C(=O)Nc2sc3c(c2C#N)CCC3)n1 | -6% | -29% | -2.9% | 33% | i | -0.3% | -1.8% | · | 12%
O=C(CSc1nnnn1-c1ccc2c(c1)OCCO2)c1cccc2c1OCCO2 | 5% | 17% | 1.3% | 15% | i | -0.7% | -0.5% | -3% | -7%
Cc1ccc(N2C(=O)c3cccc4c(N5CCN(C)CC5)ccc(c34)C2=O)c2cccnc12 | -19% | ? | -0.2% | 22% | i | ? | 149% | · | 25%
Cc1cc(N(C)Cc2ccccc2)nc2cc(O)ccc12 | -9% | 20% | -1.6% | 6% | · | -1.1% | -0.2% | 3% | -13%
Cc1ccccc1NC(=O)C(C)Sc1nnc(-c2ccncc2)n1CC1CCCO1 (configuration not stated) | -38% | 15% | 0.5% | -17% | · | -0.2% | 1.3% | 1% | -9%
Cc1ccc([N+](=O)[O-])cc1S(=O)(=O)N1CCNCC1 | -23% | -9% | -3.4% | 20% | i | -0.3% | -1.3% | -5% | 3%
O=C(N/N=C/c1ccccc1Cl)c1ccncc1 | -17% | -4% | -4.2% | -2% | · | 0.2% | 0.4% | 1% | -5%
Cc1cc(C)n(-c2nc3ccccc3c3nc(C)nn23)n1 | -12% | 4% | -3.8% | 14% | i | -0.2% | 0.3% | 6% | 3%
O=C(CSc1nc2ccc(NC(=O)CSc3nnnn3Cc3ccccc3)cc2s1)Nc1ccccc1 | -12% | 15% | 2.1% | 8% | i | 0.4% | 2.4% | -2% | -8%
O=C(CSc1nccc(=O)[nH]1)N1CCCc2ccccc21 | -13% | -1% | -4.2% | 9% | i | -0.1% | -2.5% | 4% | 27%
COc1ccccc1C1c2[nH]c3ccccc3c2C[C@H]2C(=O)N(C3CCN(Cc4ccccc4)CC3)CC(=O)N12 (some centres not stated) | -7% | 11% | 2.7% | 15% | · | -1.0% | 1.0% | -18% | -12%
O=C1c2ccccc2C(=O)N1CN(C(=O)COc1ccccc1)c1ccccc1 | -6% | 6% | -2.8% | 17% | i | -0.5% | 0.5% | 3% | 8%
COC(=O)c1cc(S(=O)(=O)NCC2CCN(Cc3ccc(Cl)cc3)CC2)c[nH]1 | 6% | -4% | 6.6% | -6% | · | -0.1% | 5.1% | 4% | -53%
O=C(COC(=O)CCc1ccccc1)Nc1ccc(F)cc1Cl | 34% | 5% | 2.3% | -14% | · | 1.7% | 0.9% | -1% | -44%
N#Cc1nc(-c2cccs2)oc1NCc1ccccc1Cl | 21% | 31% | -0.8% | -14% | · | · | -0.1% | -11% | 1%
COc1cc(Nc2nc3ccc(Cl)cc3n3cnnc23)cc(OC)c1OC | 7% | 31% | -1.7% | 26% | · | -0.1% | 0.0% | -9% | 6%
Cc1ccc(S(=O)(=O)NCC(=O)NC2CC2)cc1 | 0% | 10% | 2.0% | 12% | · | -0.6% | 0.8% | 0% | 0%
O=C1OCCC1Sc1nnc(-c2ccco2)o1 (configuration not stated) | -9% | 10% | -4.3% | 13% | i | 0.5% | -1.8% | -5% | 4%
C=CCn1c(SCC(=O)Nc2nccs2)nnc1-c1cc2cccc(OC)c2o1 | -6% | 0% | 29% | 10% | i | 0.1% | 0.9% | -4% | -19%
Cc1ccc(Cn2c(=N)c(S(=O)(=O)c3ccc(C)cc3)cc3c(=O)n4ccccc4nc32)cc1 | -2% | 32% | -3.6% | -30% | · | ? | 7.0% | -17% | 24%
COc1ccc(/C=C2\SC(=O)N(CCc3nnc(N)s3)C2=O)cc1 | 2% | 19% | 4.7% | -146% | i | -0.3% | -1.7% | 5% | -16%
Cc1nn(C)cc1CN1CCC(n2nccc2NC(=O)CCCc2ccccc2)CC1 | -27% | 6% | -1.7% | -16% | · | -0.4% | 0.8% | -7% | 9%
O=[n+]1c2c(n([O-])c3cc(F)c(N4CCCC4)cc31)CCCC2 | -34% | 2% | -2.2% | 3% | i | -0.8% | -1.9% | ? | 13%
O=C(/C(=C/c1ccncc1)n1ccnc1)c1ccc(Cl)cc1Cl | -4% | 8% | 0.3% | 2% | i | -0.4% | -1.5% | · | 30%
COc1ccc(Br)cc1CN(C)CC(=O)Nc1cc([N+](=O)[O-])ccc1OC | -36% | -10% | -6.6% | 12% | i | -0.9% | -2.4% | -3% | 10%
COC(=O)CNC(=O)C1CCN(S(=O)(=O)c2cccc3nsnc23)CC1 | -17% | 8% | 1.0% | -6% | · | 0.0% | -0.1% | -4% | 5%
CCN1CCN(CCn2c(=S)[nH]c3ccccc3c2=O)CC1 | -1% | -53% | -0.1% | 17% | i | -0.1% | 0.9% | 0% | 1%
Cc1cccc(OCC(=O)OCC(=O)c2c(N)n(C)c(=O)n(C)c2=O)c1 | -37% | -1% | 6.0% | 7% | i | 0.3% | 1.0% | 1% | -38%
c1cncc(Nc2nc(-c3ccncc3)cs2)c1 | -1% | -4% | · | 1% | i | 0.2% | 2.5% | -3% | -12%
Cc1cc(C(=O)Nc2ccccc2Cl)n(-c2ccccc2)n1 | -14% | 3% | -1.5% | -16% | · | -0.1% | -0.4% | -4% | 6%
COc1ccc(C(=O)CN2C(=O)c3ccccc3C2=O)cc1 | -10% | 10% | 0.4% | 2% | i | -0.1% | 0.9% | · | 13%
COc1ccc(CCNC(=O)CC2SC(=NCCc3ccccc3)NC2=O)cc1OC (configuration not stated) | -15% | 10% | -1.5% | -2% | i | -0.5% | 1.8% | -7% | 16%
COc1cc(OC)cc(-c2cc3nc(C)c(CCC(=O)Nc4nc(C)cs4)c(C)n3n2)c1 | 36% | 16% | 4.7% | 24% | · | · | 3.3% | -6% | 2%
Cc1cc(C)cc(N(C(=O)CNC(=O)c2cccs2)C(C(=O)NC2CCCC2)c2cccnc2)c1 (configuration not stated) | -17% | 11% | 1.4% | -8% | i | -0.8% | 0.8% | 1% | -6%
CCCCC(=O)N/N=C(/C)C1=C(C)C(C)(C)OC1=O | -20% | -10% | -3.9% | 2% | i | 0.1% | -0.8% | 1% | -14%
COc1ccc(N(CC(=O)N2CCCCCC2)S(C)(=O)=O)cc1Cl | 7% | 12% | 0.3% | 18% | · | -0.3% | -0.4% | 3% | -33%[20 µM]
COc1ccc(/C=N/NC(=O)CNc2ccc(Br)cc2)c(C(=O)O)c1OC | -23% | 1% | -2.1% | 11% | i | · | 8.2% | -10% | 5%
COC(=O)[C@@H](NC(=O)Nc1ccc2c(c1)OCCO2)C(C)C | -19% | 2% | -0.6% | 11% | i | 0.5% | 2.1% | -1% | -6%
O=C(CN1C(=O)NC(Cc2c[nH]c3ccccc23)C1=O)NCCc1ccc(F)cc1 (configuration not stated) | 13% | -2% | -3.2% | -10% | · | -0.5% | -2.8% | -6% | -9%
CC(=O)N1N=C(c2cccc(NS(C)(=O)=O)c2)CC1c1ccc2c(c1)OCO2 (configuration not stated) | 43% | 18% | -1.8% | -13% | · | -0.2% | -2.8% | 2% | 22%
COc1cccc(-c2cc(C(F)(F)F)nc(N3CCOCC3)n2)c1 | 15% | -6% | -0.8% | 20% | i | -0.3% | -0.2% | -9% | 10%

Reformatted: results already given
Below each SMILES: NOD1 inhibition	AID2073	KOR beta-arrestin-1	NOD2 inhibition	Yfh1-off respiration	West Nile antiviral	HIV peptide binding	Dengue-2 NS5 capping	KOR beta-arrestin-2
- Cc1cc(C)cc(N(C(=O)CNC(=O)c2cccs2)C(C(=O)NC2CCCC2)c2cccnc2)c1 (configuration not stated)
    -17%	11%	1.4%	-8%	i	-0.8%	0.8%	1%	-6%
- c1cncc(Nc2nc(-c3ccncc3)cs2)c1
    -1%	-4%	·	1%	i	0.2%	2.5%	-3%	-12%
- O=C(CN1C(=O)NC(Cc2c[nH]c3ccccc23)C1=O)NCCc1ccc(F)cc1 (configuration not stated)
    13%	-2%	-3.2%	-10%	·	-0.5%	-2.8%	-6%	-9%
- O=[n+]1c2c(n([O-])c3cc(F)c(N4CCCC4)cc31)CCCC2
    -34%	2%	-2.2%	3%	i	-0.8%	-1.9%	?	13%
